Compound activity: PubChem, Broad Institute
RAD52 anneal inh = blocks human RAD52 DNA annealing; 360,000 compounds, 0.46% hits; inhibition, % at 18.7 µM; recombinant RAD52 DNA annealing, FRET fluorescence; AID 651710;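 active = every replicate showing at least 50% inhibition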
Target sequence (P43351 whole entry, looked up): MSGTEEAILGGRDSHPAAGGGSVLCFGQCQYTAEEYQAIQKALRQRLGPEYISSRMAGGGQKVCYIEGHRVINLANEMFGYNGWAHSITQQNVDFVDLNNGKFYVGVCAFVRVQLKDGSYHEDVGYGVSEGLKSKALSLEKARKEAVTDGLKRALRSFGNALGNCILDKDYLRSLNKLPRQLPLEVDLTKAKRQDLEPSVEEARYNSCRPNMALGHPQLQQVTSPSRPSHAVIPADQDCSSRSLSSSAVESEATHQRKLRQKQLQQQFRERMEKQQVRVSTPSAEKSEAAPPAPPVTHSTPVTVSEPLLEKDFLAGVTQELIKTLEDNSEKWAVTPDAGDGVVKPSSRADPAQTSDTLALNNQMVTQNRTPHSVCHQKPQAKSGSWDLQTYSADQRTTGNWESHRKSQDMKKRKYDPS
CASP6 VEID inh = inhibitors of human caspase-6 | P55212 | purified caspase-6, Z-VEID-R110 cleavage fluorescence | inhibition, % at 12.5 µM | 350,000 compounds, 0.53% hits;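 active = mean inhibition across replicates at least about 35%, with every replicate also reaching that limit, limit read from the data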;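 note: 0% = median of neutral control wells and 100% = no fluorescence left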
ERp5 inh = blocks human ERp5 reductase activity on insulin. ERp5 insulin aggregation, absorbance 650 nm, 90 min. 350,000 compounds, 0.05% hits. Q15084. inhibition, % at 9.99 µM;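 active = mean replicate inhibition above about 25%, with every replicate also reaching it, limit read from the data, passing the limit was not always enough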
Target sequence (Q15084 whole entry, looked up): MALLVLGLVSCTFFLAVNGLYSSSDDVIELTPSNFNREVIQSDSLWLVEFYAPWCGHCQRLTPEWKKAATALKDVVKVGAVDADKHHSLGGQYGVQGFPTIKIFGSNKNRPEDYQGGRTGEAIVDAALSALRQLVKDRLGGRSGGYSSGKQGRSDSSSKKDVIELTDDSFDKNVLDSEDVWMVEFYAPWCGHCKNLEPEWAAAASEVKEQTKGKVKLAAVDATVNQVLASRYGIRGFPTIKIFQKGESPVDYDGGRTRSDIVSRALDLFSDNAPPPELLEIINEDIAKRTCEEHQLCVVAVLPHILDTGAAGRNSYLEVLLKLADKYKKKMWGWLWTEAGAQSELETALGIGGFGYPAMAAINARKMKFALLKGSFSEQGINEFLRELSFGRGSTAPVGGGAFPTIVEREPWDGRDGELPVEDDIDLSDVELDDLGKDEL
Active calls of the source: *. Not all compounds are listed, so the mix of outcomes need not match the whole.

SMILES	RAD52 anneal inh	CASP6 VEID inh	ERp5 inh
Cc1ccc(S(=O)(=O)Oc2ccc(/C=N/N=C3/NC(=O)C(CC(=O)O)S3)cc2)cc1 (centres undefined)	-3.5	7.9	-0.4
C#CCNC[C@@H]1CSCCS(=O)(=O)N1	-5.2	-4.4	1.6
O=C(Cc1csc(-c2ccccc2)n1)NCc1ccccc1F	-6.8	-0.6	-1.7
O=C(CC1C(=O)NCCN1Cc1ccc(F)cc1)NCCN1CCCc2ccccc21 (centres undefined)	-43.7	-9.7	-0.8
CCCCNC(=O)NC12CC3CC(CC(C3)C1)C2	-10.3	1.2	5.7
Cc1cccc(S(=O)(=O)NC[C@H]2CC[C@@H]3NC[C@@H]3O2)c1	10.6	0.5	2.9
Cc1ccc(C)c(Sc2ccc(NC(=O)CCl)cc2)c1	-2.6	6.0	6.6
O=c1[nH]c2ccccc2c(O)c1SCCO	-4.2	2.9	6.6
Cc1cccc(C(C#N)c2ccc(Cl)nn2)c1 (centres undefined)	-4.7	1.6	0.5
OCCC1CN(Cc2cnc(-c3ccccc3)s2)CCN1CCc1ccccc1 (centres undefined)	-8.1	-1.4	4.4
COc1ccc(/C(N)=N/OC(=O)Cc2ccc(C)cc2)cc1	0.4	1.7	2.7
O=C(NCc1ccc(-c2csnn2)cc1)c1cccs1	-9.3	-0.5	1.0
COC(=O)[C@H](Cc1ccccc1)N1CC2=CCCC=C[C@H]2[C@@H]1[C@@H](O)Cc1ccccc1	-101.5	4.1	-0.9
Cc1c(Br)c([N+](=O)[O-])nn1CC(=O)N1CCN(Cc2ccccc2)CC1	6.1	0.4	-1.4
O=C(NCCCN1CCCCCC1)C1CCCN(S(=O)(=O)c2cccc3nsnc23)C1 (centres undefined)	-19.5	-28.0	0.7
CC1CC(C)CN(CCC(=O)Nc2ccc3c(c2)CCC3)C1 (centres undefined)	-4.9	-0.9	-1.0
COc1ccc(CCNC(=S)Nc2ccc(C)cc2C)cc1	-9.4	0.6	-52.0
CCOC(=O)c1c(NC(=O)/C=C/C(=O)O)sc(C)c1-c1ccc(C)c(C)c1	-23.6	10.2	-1.1
COc1ccc(CNCC(=O)Nc2sccc2C#N)cc1	-3.7	6.7	1.9
COCC(C)NC(=O)C1CCN(S(=O)(=O)c2ccc3ccccc3c2)CC1 (centres undefined)	1.0	0.9	5.6

The final four compounds of the section above open the next one.
SMILES	RAD52 anneal inh	CASP6 VEID inh	ERp5 inh
COc1ccc(CCNC(=S)Nc2ccc(C)cc2C)cc1	-9.4	0.6	-52.0
CCOC(=O)c1c(NC(=O)/C=C/C(=O)O)sc(C)c1-c1ccc(C)c(C)c1	-23.6	10.2	-1.1
COc1ccc(CNCC(=O)Nc2sccc2C#N)cc1	-3.7	6.7	1.9
COCC(C)NC(=O)C1CCN(S(=O)(=O)c2ccc3ccccc3c2)CC1 (centres undefined)	1.0	0.9	5.6
COc1ccc(C2CC(C)(c3ccc(OC)cc3OC)Nc3ccccc3N2)c(OC)c1 (centres undefined)	-8.3	1.3	-1.9
O=C(NC[C@H]1CC[C@H]2[C@H](CN2Cc2cccc(Cl)c2)O1)C1CCOCC1	-18.3	1.0	-2.9
C/C(CC(=O)NC(C)C)=N\NC(=O)C(c1ccccc1)c1ccccc1	-0.3	-1.5	-1.1
COc1cccc(-c2ccc(CC[C@H]3O[C@H]4CC[C@@H](CO)O[C@H]4C[C@H]3NC(=O)c3cnccn3)cc2)c1	-10.4	-1.5	3.6
CC(C)(C)NC(=O)C1c2ccccc2OCC(=O)N1Cc1cccnc1 (centres undefined)	-10.5	-2.4	2.1
CCCNC(=O)Cn1c(-c2ccc(F)cc2)cc(C(=O)OCC)c1C	-18.8	-1.6	3.3
O=C(O)CCC(=O)/C=C/c1ccccc1	1.0	4.1	5.1
CCC(=O)N1[C@H](C#N)[C@@H](c2ccccc2-c2ccccc2)[C@H]1CO	-2.4	1.8	1.2
O=C1NC[C@@H](CCCCN2C[C@H](Cc3ccc(O)cc3)N(CCc3ccccc3)C(=O)C2=O)N(CCC2CCCCC2)C1=O	-0.5	1.8	-3.3
Cc1cccc(NS(=O)(=O)c2cc(C(=O)N3CCOCC3)ccc2Cl)c1	-2.4	2.3	-0.9
CCOc1ccc(NC(=O)CN(C)C(=O)c2ccccc2SCC(=O)N2CCCC2)cc1OCC	4.0	-164.1	-3.3
O=C(CSc1nc2ccsc2c(=O)n1CC1CCC(C(=O)O)CC1)c1ccc(Cl)cc1 (centres undefined)	-0.4	42.6*	-2.5
CNC(=O)CS(=O)CC(=O)Nc1cc(OCCOC)c(Cl)cc1Cl (centres undefined)	-3.7	-4.2	1.3
O=C(/C=C/c1ccco1)NC(=S)Nc1ccccc1O	-46.6	51.4*	1.8
C=CCN1C(=O)/C(=C\C=C2\N(C)c3ccccc3C2(C)C)SC1=S	-42.7	-1.2	-3.9
CCOC(=O)c1ccc(NC(=O)Cn2ncc(Cl)c(Cl)c2=O)cc1	-18.1	2.1	3.3
COc1ccc(C(CNC(=O)c2ccco2)N2CCCCC2)cc1 (centres undefined)	-14.9	-2.4	5.2
COc1ccc(-c2cc(C(F)(F)F)n3ncc(C(=O)N(C)Cc4ccccc4)c3n2)cc1	-8.2	2.8	7.0
COC(=O)c1cc(C#N)c(OC(C)C)nc1C	-6.2	-3.4	9.1
COc1ccc(NC(=O)C2c3ccccc3OCC(=O)N2Cc2ccco2)cc1 (centres undefined)	-14.0	-1.7	-1.3
O=C(C1=C[C@H](C2CC2)C[C@H](OCCCCO)O1)N1CCCC1	-11.8	-0.2	2.5
O=C(Nc1cc(=O)[nH]c2nc(-c3ccccc3)nn12)c1ccc(Cl)cc1	-63.9	-1.8	1.5
Oc1cccc2c(NC(=S)Nc3ccc(OC(F)F)cc3)cccc12	-12.2	80.6*	-0.9
COc1ccc(CNS(=O)(=O)NCc2ccc(OC)c(OC)c2)cc1OC	-11.4	-1.7	-16.5
O=C(CSc1ncccn1)NCc1ccc(Cl)cc1	-16.7	3.0	-6.5
CCCCNC(=S)N1CCN(c2nc3ccccc3s2)CC1	-3.9	-6.6	-4.4
CN(C)c1ccc(/C=N/n2c(-c3cccnc3)n[nH]c2=S)cc1	-14.1	-1.7	2.1
CCc1noc(C)c1C(=O)N1CCCC(C(=O)c2cc(F)ccc2F)C1 (centres undefined)	-17.5	2.4	0.1
CC(C)(C)NC(=O)CSc1nc2[nH]ncc2c(=O)[nH]1	-9.7	0.7	3.5
CC(C)NC(=O)N[C@@H]1C[C@@H]2O[C@@H](CO)CC[C@@H]2O[C@@H]1CCc1ccc(-c2ccccc2F)cc1	-1.0	0.6	-1.3
COC(=O)C(NS(=O)(=O)c1ccc(C)cc1)c1ccccc1 (centres undefined)	-3.9	-0.7	10.1
CCc1ccc(-n2c(C)cc(/C=N/NC(=O)c3ccncc3)c2C)cc1	-27.7	1.9	3.7
O=C1CN(S(=O)(=O)Cc2ccccc2)C[C@@H]2[C@@H](c3ccc(C#CCC4CCCC4)cc3)[C@@H](CO)N12	-5.8	0.7	2.1
CN(C)c1nnnn1-c1ccccc1Oc1ncc(C(F)(F)F)cc1Cl	8.6	0.6	-7.5
FC(F)(F)c1cc(Cl)c2nnc(-c3cccnc3)n2c1	-14.2	-0.1	-3.0
CN(C)CC(=O)N[C@H]1C[C@@H]2O[C@H](CO)CC[C@@H]2O[C@@H]1CCc1ccc(-c2ccc(F)cc2)cc1	34.1	-0.1	10.1
Cn1c(=O)c(=O)n(C)c2cc(S(=O)(=O)NCCOc3ccccc3)ccc21	-2.6	2.4	2.0
CCNc1nc(NCC)nc(N(C#N)CCOc2ccccc2)n1	0.4	-2.0	0.4
CC(C)C[C@H]1CNC(=O)C(=O)N1C[C@@H]1CCCN1C[C@H](CC(C)C)N1C[C@H](Cc2ccc(O)cc2)N(CCc2ccccc2)C(=O)C1=O	-13.3	4.6	2.2
COc1ccc2[nH]c(C(=O)Nc3ccccc3Cl)cc2c1	-12.2	-0.7	0.9

Entries listed above marked active in CASP6 VEID inh.
SMILES	RAD52 anneal inh	CASP6 VEID inh	ERp5 inh
O=C(CSc1nc2ccsc2c(=O)n1CC1CCC(C(=O)O)CC1)c1ccc(Cl)cc1 (centres undefined)	-0.4	42.6*	-2.5
O=C(/C=C/c1ccco1)NC(=S)Nc1ccccc1O	-46.6	51.4*	1.8
Oc1cccc2c(NC(=S)Nc3ccc(OC(F)F)cc3)cccc12	-12.2	80.6*	-0.9

Arranged by formula weight (ascending): 3 of the compounds above.
SMILES	RAD52 anneal inh	CASP6 VEID inh	ERp5 inh
O=C(O)CCC(=O)/C=C/c1ccccc1	1.0	4.1	5.1
COc1ccc(CCNC(=S)Nc2ccc(C)cc2C)cc1	-9.4	0.6	-52.0
CN(C)CC(=O)N[C@H]1C[C@@H]2O[C@H](CO)CC[C@@H]2O[C@@H]1CCc1ccc(-c2ccc(F)cc2)cc1	34.1	-0.1	10.1

New compounds follow:
SMILES	RAD52 anneal inh	CASP6 VEID inh	ERp5 inh
Cc1nnc(SC(C)C(=O)Nc2c(C)n(C)n(-c3ccccc3)c2=O)n1N (centres undefined)	2.1	-2.4	-3.0
CC(C)NC(=O)CCn1c(=S)oc2ccccc21	-4.2	0.0	5.7
Cc1ccc(NC(=O)n2ccc(-c3ccc(-n4ccnc4)cc3)n2)cc1	-1.5	6.3	2.4
CCOC(=O)c1ccc(COc2ccc(C(C)C)cc2)o1	-10.3	5.0	-5.7
Cc1noc(C)c1CCC(=O)N1CCCC(CCC(=O)NCc2ccc(F)c(F)c2)C1 (centres undefined)	4.2	1.0	-1.2
CCOC(=O)[C@]12CCC=C1N(Cc1ccc(Cl)cc1Cl)C(=O)[C@H](CC(=O)N1CCSCC1)C2	-7.4	-1.4	0.6
CC(=O)Nc1ccccc1NC(=O)c1ccc(C)cc1C	-0.6	-1.1	4.5
CCOC(=O)N1CCN(c2ncnc3c2cnn3-c2ccc(Cl)cc2)CC1	-4.9	-0.7	4.9
O=C(Cc1nnc(NC(=O)Nc2ccc(Cl)cc2)s1)NCc1ccccc1	0.2	4.5	4.7
COc1ccc(NC(=O)NCc2ccc3c(c2)OCO3)cc1	-6.9	-1.3	1.0
Cc1noc(C)c1C(=O)OCC(=O)Nc1cccc(S(N)(=O)=O)c1	-11.0	4.2	-3.9
O=S(=O)(NC[C@H]1CC[C@@H]2[C@@H](CN2Cc2cccc(-c3ccccn3)c2)O1)c1ccccc1	-6.8	-3.5	-1.2
CCOC(=O)C1(Cc2ccccc2C(F)(F)F)CCN(C(=O)c2cc(C(C)=O)n[nH]2)CC1	-9.6	0.7	0.0
O=S1(=O)N[C@H](Cc2ccccc2)COc2cccc(F)c21	-5.7	-1.9	-3.9
O=[N+]([O-])c1cccc(I)c1	-5.0	7.5	0.7
CC1CN(S(=O)(=O)c2ccc(C(=O)NN3CCN(C)CC3)cc2)CC(C)O1 (centres undefined)	3.4	-17.9	4.1
O=C(OCc1nc2ccccc2[nH]1)C1CCCCC1	-10.0	-1.3	2.5
COC(=O)c1sc(C(C)(C)C)cc1CS(=O)(=O)c1ccc(Cl)cc1	-6.5	-3.8	-1.2
Cn1c(=O)c2c(ncn2Cc2ccc(O)c([N+](=O)[O-])c2)n(C)c1=O	-3.6	1.9	-1.1
COc1ccc(NC(C)=O)cc1CNC(=O)COc1c(C)c(C)cc(C)c1C	-5.3	1.3	3.2

The final 2 compounds of the section before are carried over, then new ones follow:
SMILES	RAD52 anneal inh	CASP6 VEID inh	ERp5 inh
Cn1c(=O)c2c(ncn2Cc2ccc(O)c([N+](=O)[O-])c2)n(C)c1=O	-3.6	1.9	-1.1
COc1ccc(NC(C)=O)cc1CNC(=O)COc1c(C)c(C)cc(C)c1C	-5.3	1.3	3.2
O=C(Nc1ccccc1)C1CCCN(C(=O)c2ccc(Cl)cc2)C1 (centres undefined)	-5.5	1.9	-1.6
S=C(NC1CCCCCC1)NC1CCCC1	-10.4	-0.6	2.7
COC(=O)c1ccncc1C(=O)Nc1ccc(Oc2ncc(C(F)(F)F)cc2Cl)cc1	-12.0	3.9	-0.2
Cc1ccc(/C=N/NC(=O)c2ccccc2OCc2cccc(Br)c2)o1	-10.8	1.0	8.6
Cc1ccc(-n2c(COc3cccc(C)c3)n[nH]c2=S)cc1	-13.7	0.6	-2.9
Cc1ccc(C(=O)C(OC(=O)c2c(C)cc(=O)oc2C)c2ccccc2)cc1 (centres undefined)	-5.0	-0.2	2.5
O=C(NC[C@@H]1CC[C@@H]2[C@@H](CN2S(=O)(=O)c2ccccc2[N+](=O)[O-])O1)C1CCOCC1	24.0	53.5*	2.4
C/C(N)=C(/C#N)C(=O)COC(=O)c1cc2c(s1)CCC(C)C2 (centres undefined)	-9.8	-0.2	-4.3
CC1(C)CC(=O)C2=C(C1)NC(=O)NC2c1ccccc1 (centres undefined)	-18.0	-0.4	1.6
Cc1nn(-c2ccccc2)c(Cl)c1/C=N/Nc1nc2ccccc2[nH]1	-9.7	-6.9	3.3
C[C@H](CO)N1C[C@H](C)[C@H](CN(C)Cc2ccc(F)cc2)Oc2ncc(-c3cc4ccccc4o3)cc2C1=O	28.3	6.3	-1.5
CCCCOC(=O)Nc1ccc(S(=O)(=O)Nc2ncccn2)cc1	-8.0	0.1	2.0
Cn1cc(/C=N\NC(=O)c2cccs2)c2ccccc21	-9.1	0.0	5.6
COc1cc(C(=O)O)nc(OC)n1	-11.9	1.3	1.5
